D3 antag – D3 dopamine receptor (human) antagonism; P35462; max response, negative = inhibition, %; AID 652054; D3R cells, DiscoveRx beta-arrestin luminescence, antagonist mode; hits give low values; 360,000 compounds, 2.5% hits; in the data active = max response below about -50%; inconclusive = no clear call, values can overlap the other calls; note: % is set by controls: 0 for no effect and ±100 for the full control effect; mostly tested at two doses, the higher about 12 µM
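Cells plated overnight at 1500 cells/well, then exposed to library compounds with dopamine controls for 90 minutes at 37 degrees C. DiscoveRx reagent added for 30–60 minutes at room temperature; luminescence read, quantitative HTS format.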
GLP-1R agonist – agonists of human GLP-1 receptor | P43220 | HEK293 GLP-1R CRE-luciferase, luminescence, 4-6 h; cells express a hypersensitive GLP-1R form | Potency, µM (highest dose often 45.6 µM), for the others: at the top dose activation, most hits filed as activators | 380,000 compounds, 0.007% hits; note: potency is the fitted concentration of half-maximal effect; % of control where 0% means no effect
Target sequence (P43220 whole entry, looked up): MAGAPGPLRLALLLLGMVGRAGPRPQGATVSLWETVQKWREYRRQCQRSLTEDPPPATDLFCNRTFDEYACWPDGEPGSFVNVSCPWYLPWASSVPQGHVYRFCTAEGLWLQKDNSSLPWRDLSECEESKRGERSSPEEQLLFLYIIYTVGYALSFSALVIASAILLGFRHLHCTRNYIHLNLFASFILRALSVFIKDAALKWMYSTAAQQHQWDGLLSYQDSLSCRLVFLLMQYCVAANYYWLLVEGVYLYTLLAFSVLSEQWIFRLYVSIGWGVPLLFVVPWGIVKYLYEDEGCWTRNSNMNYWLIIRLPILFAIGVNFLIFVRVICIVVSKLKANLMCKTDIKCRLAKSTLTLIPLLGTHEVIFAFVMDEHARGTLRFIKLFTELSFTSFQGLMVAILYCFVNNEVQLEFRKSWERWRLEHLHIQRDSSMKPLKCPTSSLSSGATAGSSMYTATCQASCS
TDP43 rescue – TDP-43 toxicity inhibition in yeast | TDP-43 expressing yeast growth rescue, BacTiter-Glo, 24 h | Potency, µM (titrated, usually from 46.1 µM), for inactives: at the highest dose growth rescue (activation), usual class: activators | 410,000 compounds, 1.8% hits | AID 652104; note: potency is the fitted concentration of half-maximal effect; % of control where 0% means no effect; nearly all actives have a fitted effect of over 50% in size
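Yeast cells expressing TDP-43 under galactose induction are exposed to compounds for 24 hr at 30 deg C. BacTiter-Glo luminescence measures growth, so protective compounds score as activators.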
PTHR1 agonist – PTHR1 (human) receptor agonism; 410,000 compounds, 0.075% hits; HEK293 GP2 PTHR1 cells, GloSensor cAMP luminescence, 1 h; AID 743266; Q03431; Potency, µM (top dose mostly 115 µM), for inactives: at the top dose activation, actives largely listed as activators; note: potency is the fitted concentration of half-maximal effect; nearly all actives have a fitted effect of over 55% in size; some results filed as inactive show a strong effect at the top dose; inactives centre near -15; many of its hits are not listed in these tables
Target sequence (Q03431 whole entry, looked up): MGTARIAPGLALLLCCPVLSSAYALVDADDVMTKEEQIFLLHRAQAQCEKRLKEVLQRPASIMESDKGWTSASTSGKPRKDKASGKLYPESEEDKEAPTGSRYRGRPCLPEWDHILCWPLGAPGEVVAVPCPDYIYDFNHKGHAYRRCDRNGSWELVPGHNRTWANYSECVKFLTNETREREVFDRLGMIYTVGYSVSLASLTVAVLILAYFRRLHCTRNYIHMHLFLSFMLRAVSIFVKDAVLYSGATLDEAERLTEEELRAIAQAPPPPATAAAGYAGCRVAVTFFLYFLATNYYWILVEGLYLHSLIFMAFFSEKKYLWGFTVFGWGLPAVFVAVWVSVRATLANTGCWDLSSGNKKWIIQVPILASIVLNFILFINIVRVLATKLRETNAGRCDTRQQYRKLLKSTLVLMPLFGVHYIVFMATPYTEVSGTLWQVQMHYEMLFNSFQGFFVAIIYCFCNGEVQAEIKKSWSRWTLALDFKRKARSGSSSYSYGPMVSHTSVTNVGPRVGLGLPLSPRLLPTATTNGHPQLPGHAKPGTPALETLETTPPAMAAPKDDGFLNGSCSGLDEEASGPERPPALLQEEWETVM
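HEK-293-derived GP2 cells expressing PTHR1 and a GloSensor cAMP reporter, 3,000/well, plated overnight, given luciferin plus IBMX (each 0.5 mM as added) for 1 h at 37 °C, then compound for 1 h at 37 °C. Luminescence was read after 15 min at room temperature.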
Abeta yeast res – A-beta toxicity reversal in yeast; yeast expressing A-beta42, growth rescue, OD600, 48 h; response scale: 0% DMSO, 100% iron-clioquinol control; Potency, µM (titrated, usually from 46.1 µM), without a hit: at the highest dose growth rescue, hits mostly activators; 410,000 compounds, 0.063% hits; AID 1347071; note: potency is the fitted concentration of half-maximal effect; nearly all actives have a fitted effect of over 55% in size
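Yeast growth medium received pinned compounds, then yeast cells expressing toxic A-beta were added; plates incubated at 30 C for 48 hr. Growth read as absorbance at 600 nm, normalized to DMSO and equimolar FeCl3 plus clioquinol controls.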
GLP1R inv ag – acts as inverse agonist at human GLP-1 receptor; 410,000 compounds, 1.6% hits; Potency, µM (series often up to 38.3 µM), without a hit: at the top dose activity change, negative = inhibition, usual class: inhibitors; AID 624417; P43220; HEK293 GLP-1R CRE-luciferase, luminescence, 24 h; GLP-1R form is constitutively active; note: potency is the fitted concentration of half-maximal effect; % is set by controls: 0 for no effect and ±100 for the full control effect; nearly all actives have a fitted effect of over 55% in size
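Inverse agonism was detected as reduced cAMP-driven luciferase luminescence after 24 h compound treatment. The cells were HEK293 clones expressing constitutively active human GLP-1R with the reporter. Reporter-only and GPR119 cell lines served as counterscreen controls.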
Akt phos inh – blocks phosphorylation of Akt. activity change, % for hits at 50 µM. AID 651550. 360,000 compounds, 0.32% hits. Neuro2A IGF-stimulated pAkt S473 HTRF, 20 min; hits give low values; in the data active = activity change below about -80%; inconclusive = mostly about -51% to -80%; note: % is set by controls: 0 for no effect and ±100 for the full control effect
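Neuro2A cells in DMEM with 0.5% FBS, overnight at 37 deg C, given compound at single 50 µM final, then IGF (6 nM final) for 20 min at 37 deg C. Lysed; phospho-Akt Ser473 by HTRF after 24 h, 665/615 ratio.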
FUS yeast rescue – FUS proteinopathy suppression in yeast; Potency, µM (top dose mostly 76.6 µM), for inactives: top-dose growth rescue (activation), actives largely listed as activators; 390,000 compounds, 0.24% hits; S. cerevisiae FUS-expressing, growth rescue, OD600, 24 h;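 note: potency is the fitted concentration of half-maximal effect; plate controls were DMSO vehicle for no effect and reference control for full effect; nearly all actives have a fitted effect of over 55% in size; some results filed as inactive show a strong effect at the top dose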
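S. cerevisiae expressing FUS from galactose induction served as the toxicity model. Growth after 24hr at 30C, read as absorbance at 600 nm, indicates suppression of toxicity; compounds dosed at several concentrations.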
aSyn yeast inh – inhibitors of alpha-synuclein toxicity in yeast; AID 652106; 370,000 compounds, 0.14% hits; Yeast expressing alpha-synuclein, growth rescue, BacTiter-Glo, 24 h; Potency, µM (highest dose often 46.1 µM), for the others: at the highest dose growth rescue (activation), hits mostly activators; note: potency is the fitted concentration of half-maximal effect; % of control where 0% means no effect; nearly all actives have a fitted effect of over 65% in size
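Screening used galactose-induced yeast with toxic alpha-synuclein levels, exposed to compound for 24 hr at 30 deg C. Cell growth, read with BacTiter-Glo luminescence, gave the measured signal.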
Starred values were filed as active, the others as inactive; i = inactive; ? = inconclusive; . = no result given; & = joins results of further samples; [ ] = another dose, or the depositor's remark. Unless noted, calls come from the whole dose curve; as a rule, active = well fitted curve in the direction sought with a large enough effect; inconclusive = small, poorly fitted or top-dose-only effect, or another doubt; inactive = no such curve, though single readings can be large; an effect the other way counts as inactive or inconclusive.

cpd	SMILES	D3 antag	GLP-1R agonist	TDP43 rescue	PTHR1 agonist	Abeta yeast res	GLP1R inv ag	Akt phos inh	FUS yeast rescue	aSyn yeast inh
1	O=C1C2C3C=CC(C2C(=O)N1c1ccccc1O)C1C2C(=O)N(c4ccccc4O)C(=O)C2C31 (stereo unspecified)	14	7%	11%	i	13%	-10%	i	-17%	4%
2	O=C(NC1CCOc2ccccc21)C1CCCC1 (stereo unspecified)	3	10%	8%	i	10%	-25%	i	-7%	1%
3	Cc1ccc(N2CC(C(=O)N/N=C/c3cccc([N+](=O)[O-])c3)CC2=O)cc1 (stereo unspecified)	-16	-2%	1%	?	6%	12%	i	-18%	3%
4	Cc1ncc(CO)c2c1Oc1nc(-c3ccc(F)cc3)nc(SCc3ccc(F)cc3Cl)c1C2	.	.	23%	?	0%	5%	.	-6%	.
5	C=CCC(=O)N1CCCC(C(=O)c2ccc(Cl)cc2)C1 (stereo unspecified)	0	4%	10%	2%	-1%	-2%	i	-12%	1%
6	CC1(C(=O)NS(=O)(=O)c2ccccc2Cl)CCN1C(=O)CCc1cccs1 (stereo unspecified)	17	-4%	-6%	-3%	-3%	12%	i	-5%	0%
7	CNC(=O)c1cccc(-n2c(C)nc3cccnc32)c1C	.	.	8%	i	-9%	11%	.	9%	.
8	O=S(=O)(c1ccc(F)cc1)N1CCn2c(nc3ccccc32)C1	-3	1%	18%	i	-3%	-4%	i	-24%	-1%
9	COc1cc(C2c3c(-c4ccc(C)cc4)n[nH]c3C(=O)N2c2ccc(F)cc2)ccc1O (stereo unspecified)	.	0%	-17%	-19%	-12%	?	.	-1%	.
10	CCN(CC(=O)NCc1cccs1)C(=O)c1ccc(N(C)S(=O)(=O)c2ccc(C)cc2)cc1	-11	-6%	-1%	-48%[inhibitor]	-8%	-22%	i	28%	7%
11	Cc1nn(C(C)C(=O)NCCc2ccccc2)c(=O)c2cc3occc3n12 (stereo unspecified)	1	4%	8%	i	-3%	8%	i	3%	4%
12	O=C(Oc1ccc(Cl)cc1)N1CCCCC1	?	-4%	10%	-3%[57.5 µM]	-25%	0%	i	14%	-6%
13	O=C(O)c1cc(NCc2c(F)cccc2Cl)ccc1N1CCOCC1	-7	8%	-24%	-32%[inhibitor]	4%	-1%	i	5%	-1%
14	COc1ccccc1N1CCN(C(=O)Cn2c(=O)n3nc(-c4cccc(C)c4)nc3c3ccccc32)CC1	.	.	19%	i	7%	7%	.	-29%	.
15	O=c1c2ccccc2cnn1-c1ccc(Br)cc1	23	-7%	10%	-13%[57.5 µM]	-17%	?	i	-6%	-1%
16	Cc1cc(=O)n2c(C(=O)Nc3ccc(C)c(C)c3)c(C(=O)Nc3ccccc3)sc2n1	13	5%	16%&0%	-3%&-44%	-13%&0%	5%&6%	i	17%&2%	4%
17	COc1ccccc1NC(=O)c1cc(=O)[nH]c2ccccc12	4	-2%	19%	-28%	7%	3%	i	8%	-2%
18	O=C(Cc1coc2cc3c(cc12)CCC3)NC1CCCCCCC1	5	0%	-16%	-16%	-13%	?	i	.	-2%
19	O=C(CN(C(=O)CNC(=O)c1ccco1)c1cccc(F)c1)NC1CCCCC1	-12	5%	-17%	?	2%	13%	i	9%	-2%
20	Cc1ccc(C(C(=O)NC2CCCC2)N(Cc2ccco2)C(=O)CCC(=O)Nc2cc(C)on2)cc1 (stereo unspecified)	-28	-2%	-2%	-7%[57.5 µM]	16%	13%	i	42%	-2%
21	CC(=O)N1CCC(C(=O)N2c3ccccc3N=C(c3ccc(C(F)(F)F)cc3)C2C(=O)NC2CCCC2)CC1 (stereo unspecified)	1	.	?	-55%[inhibitor]	15%	-13%	i	42%	-5%
22	CCOc1ccccc1CN1[C@@H](c2ccc(OC)cc2)CC(C(=O)OC)(C(=O)OC)[C@H]1c1ccccc1	-2	.	23%	-13%	2%	?	i	20%	1%
23	O=C(CSc1nc2ccccc2c(=O)n1Cc1ccc(F)cc1)NCc1cccs1	0	9%	29%	i	10%	-17%	i	-7%	2%
24	CCCN(CCC)C(=O)Cn1c(=O)n(-c2ccc(CC)cc2)c(=O)c2c3c(sc21)CCC3	.	-1%	14%	?	0%	-21%	.	-4%	.
25	COc1cccc(/C=N/NC(=O)CC(C)O)c1OC/C=C/c1ccccc1 (stereo unspecified)	-6	1%	-6%	-23%	-5%	?	i	.	0%
26	c1ccc2c(CNc3ccc(CNc4ncn[nH]4)cc3)cccc2c1	?	-9%	1%	-45%[inhibitor][57.5 µM]	34%	?	i	-1%	11%
27	Cc1ccc(-n2nc(C(=O)Nc3ccc(Cl)cn3)c3c4ccccc4n(C)c3c2=O)cc1	.	.	12%	i	4%	1%	.	-18%	.
28	O=C(CC(=O)Nc1cccc(Cl)c1)N/N=C\c1ccccc1	3	-2%	20%	i	-2%	12%	i	.	1%
29	Cc1ccc2c(c1)COc1c3ccc(C(=O)O)cc3nn1-2	-3	-9%	5%	-8%	2%	1.3µM*	i	9%	7%
30	CCC(=O)Nc1ccc(S(=O)(=O)N2CCCCC2)cc1OC	-11	-2%	-28%	i	11%	2%	i	0%	-2%
31	CCCNC(=O)c1ccc2c(c1)nc(C)n2-c1cccc(C)c1	0	19%	.	-25%	-7%&-6%	9%&6%	i	12%&3%	.
32	Cc1nnc(SCC(=O)NC(C)(C)C)n1NCc1c(F)cccc1Cl	-3	13%	12%	i	4%	3%	i	-6%	-4%
33	CSc1n[nH]c2nc3c(c(=O)n12)C1(CCCC1)Cc1ccccc1-3	0	-4%	5%	i	-2%	22%	i	.	2%
34	COc1ccc(-c2ccc3oc(-c4ccc(OC)cc4)c(-c4cc(OC)c(OC)c(OC)c4)c3c2)cc1	10	5%	9%	i	-5%	7%	i	-14%	-9%
35	Cc1cccc(NC(=O)CCC(=O)N/N=C/c2ccc(O)cc2O)c1	-9	6%	-6%	i	-6%	?	i	9%	-3%
36	CC(=O)c1c(CSc2ccccc2)oc2ccc(O)c(CN(C)C)c12	4	2%	-9%	i	-7%	?	i	-3%	3%
37	O=C(CN1CCC(NC(=O)C2CC2)CC1)Nc1ccccc1[N+](=O)[O-]	12	0%	13%	-22%	0%	28%	i	4%	1%
38	O=C(NCc1cccs1)[C@@H]1CCCN1S(=O)(=O)c1ccccc1F	1	12%	2%	-13%	4%	0%	i	-15%	4%
39	O=C1Nc2ccccc2C1Cc1ccccn1 (stereo unspecified)	-2	-1%	3%	-21%	10%	23%	i	14%	3%
40	CCCCNC(=O)c1ccc(CS(=O)(=O)Cc2ccccc2F)o1	10	1%	13%	i	6%	8%	i	14%	1%
41	Cc1ccc(N(C)C(=O)C2CCCN2S(=O)(=O)c2ccc3c(c2)n(C)c(=O)c(=O)n3C)cc1 (stereo unspecified)	-6	-3%	-10%	-20%	-3%	9%	i	6%	-2%
42	O=C(NC(=S)N(CCO)Cc1ccccc1)c1ccc(S(=O)(=O)N2CCCC2)cc1	0	-1%	6%	-8%	-5%	-18%	i	-4%	1%
43	COc1cc2c(cc1OC)C(COc1ccc(F)cc1)N(C(=O)c1ccc(S(=O)(=O)N3CCCC3)cc1)CC2 (stereo unspecified)	.	-4%	16%	i	-6%	8%	.	?	3%
44	COc1ccc(C)cc1NC(=O)C1CCC(CNc2c(N3CCOCC3)c(=O)c2=O)CC1 (stereo unspecified)	-1	5%	9%	i	4%	-7%	i	16%	6%
45	CC(C)(C)NC(=O)COC(=O)c1ccc(Cl)nc1	10	11%	-9%[0.397 µM]	i	-12%	27%	i	-6%	5%
46	COc1ccc(-c2cc(C(F)(F)F)n3nc(C(=O)N4CCCC4)cc3n2)cc1	0	1%	15%	i	-1%	8%	i	-6%	-18%

Filtered by structure, the entries above containing a Cl atom (9)
cpd	SMILES	D3 antag	GLP-1R agonist	TDP43 rescue	PTHR1 agonist	Abeta yeast res	GLP1R inv ag	Akt phos inh	FUS yeast rescue	aSyn yeast inh
4	Cc1ncc(CO)c2c1Oc1nc(-c3ccc(F)cc3)nc(SCc3ccc(F)cc3Cl)c1C2	.	.	23%	?	0%	5%	.	-6%	.
5	C=CCC(=O)N1CCCC(C(=O)c2ccc(Cl)cc2)C1 (stereo unspecified)	0	4%	10%	2%	-1%	-2%	i	-12%	1%
6	CC1(C(=O)NS(=O)(=O)c2ccccc2Cl)CCN1C(=O)CCc1cccs1 (stereo unspecified)	17	-4%	-6%	-3%	-3%	12%	i	-5%	0%
12	O=C(Oc1ccc(Cl)cc1)N1CCCCC1	?	-4%	10%	-3%[57.5 µM]	-25%	0%	i	14%	-6%
13	O=C(O)c1cc(NCc2c(F)cccc2Cl)ccc1N1CCOCC1	-7	8%	-24%	-32%[inhibitor]	4%	-1%	i	5%	-1%
27	Cc1ccc(-n2nc(C(=O)Nc3ccc(Cl)cn3)c3c4ccccc4n(C)c3c2=O)cc1	.	.	12%	i	4%	1%	.	-18%	.
28	O=C(CC(=O)Nc1cccc(Cl)c1)N/N=C\c1ccccc1	3	-2%	20%	i	-2%	12%	i	.	1%
32	Cc1nnc(SCC(=O)NC(C)(C)C)n1NCc1c(F)cccc1Cl	-3	13%	12%	i	4%	3%	i	-6%	-4%
45	CC(C)(C)NC(=O)COC(=O)c1ccc(Cl)nc1	10	11%	-9%[0.397 µM]	i	-12%	27%	i	-6%	5%

This is a subset; the hit share may differ from the screen's.
